Bioassay records from PubChem BioAssay.
FBPA Giardia inh = inhibitors of Giardia lamblia fructose-1,6-bisphosphate aldolase; purified Giardia FBPA; Potency, µM (series often up to 59.6 µM), without a hit: top-dose activity, negative = inhibition, most hits filed as inhibitors; actives 0.71% (n = 290,000); A8B2U2; note: potency is the fitted concentration of half-maximal effect; nearly all actives have a fitted effect of over 55% in size
Target sequence (A8B2U2 whole entry, looked up): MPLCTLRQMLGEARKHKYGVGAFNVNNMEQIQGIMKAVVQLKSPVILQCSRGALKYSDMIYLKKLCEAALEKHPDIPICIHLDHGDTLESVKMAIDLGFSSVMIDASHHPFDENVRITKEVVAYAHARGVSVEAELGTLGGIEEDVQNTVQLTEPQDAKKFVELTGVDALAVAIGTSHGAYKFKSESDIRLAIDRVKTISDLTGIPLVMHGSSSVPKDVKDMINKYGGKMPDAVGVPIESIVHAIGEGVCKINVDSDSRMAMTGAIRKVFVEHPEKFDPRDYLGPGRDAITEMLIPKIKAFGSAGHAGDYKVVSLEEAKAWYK
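Giardia FBPA (40 nM reagent) was preincubated 10 min at RT with compound (up to 57.5 uM final), then substrate plus GAPDH/TPI/NAD/arsenate coupling system with diaphorase/resazurin was added; resorufin fluorescence (525/598 nm) was read after 20 min.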
AmpC inh detg = blocks E. coli AmpC beta-lactamase in detergent assay; actives 0.041% (n = 370,000); AmpC hydrolysis of nitrocefin, absorbance 480 nm, 0.01% Triton; P00811; AID 485294; Potency, µM (doses to about 114 µM), for the others: at the top dose activity change, negative = inhibition, most hits filed as inhibitors;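 note: potency is the fitted concentration of half-maximal effect; 0% = no-compound wells and -100% = no-enzyme wells; nearly all actives have a fitted effect of over 25% in size; some results filed as inactive show a strong effect at the top dose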
Target sequence (P00811 whole entry, looked up): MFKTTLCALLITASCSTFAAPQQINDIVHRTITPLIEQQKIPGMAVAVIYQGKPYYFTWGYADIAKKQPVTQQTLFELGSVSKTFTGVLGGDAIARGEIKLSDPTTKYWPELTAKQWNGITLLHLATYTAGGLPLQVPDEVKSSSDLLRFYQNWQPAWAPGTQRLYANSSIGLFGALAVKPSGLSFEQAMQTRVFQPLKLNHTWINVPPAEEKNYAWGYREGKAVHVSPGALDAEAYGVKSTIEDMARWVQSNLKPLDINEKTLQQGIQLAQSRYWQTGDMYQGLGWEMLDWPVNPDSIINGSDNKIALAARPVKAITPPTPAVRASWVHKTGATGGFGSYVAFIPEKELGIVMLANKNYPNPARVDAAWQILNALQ
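20 mM phosphate pH 7.0 + 0.01% (detergent screen) or 0.0001% Triton X-100; 5.3 nM AmpC reagent; cpd preinc 15 min RT; nitrocefin (800 uM stock) to start; A480 q20 s × 4 min; Activity was normalised to no-enzyme and no-compound control wells.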
AmpC no deterg = AmpC beta-lactamase inhibition without detergent. P00811. AID 485341. Potency, µM (titrated, usually from 57.1 µM), inactives show at the highest dose activity change, negative = inhibition, actives largely listed as inhibitors. AmpC nitrocefin hydrolysis, absorbance 480 nm, 0.0001% Triton. actives 0.52% (n = 330,000);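 note: potency is the fitted concentration of half-maximal effect; plate controls were no compound for no effect and no enzyme for full effect; nearly all actives have a fitted effect of over 20% in size; some results filed as inactive show a strong effect at the top dose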
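AmpC (5.3 nM in the dispensed reagent) in 20 mM phosphate pH 7.0 with 0.01% (detergent screen) or 0.0001% Triton X-100 was preincubated with compounds for 15 min at room temperature. Nitrocefin was then added from an 800 uM solution, and hydrolysis was followed at 480 nm.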
Sm TGR inh = blocks Schistosoma mansoni thioredoxin glutathione reductase. AID 485364. actives 3% (n = 360,000). Q962Y6. purified TGR, DTNB reduction, TNB absorbance 405 nm. Potency, µM (highest dose often 114 µM), inactives show at the top dose activity change, negative = inhibition, actives largely listed as inhibitors; note: potency is the fitted concentration of half-maximal effect; nearly all actives have a fitted effect of over 60% in size
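Kinetic colorimetric format: TGR-catalysed, NADPH-driven DTNB reduction monitored via TNB absorbance. Enzyme dispensed at 20 nM; compound exposure 15 min at room temperature before reaction start.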
HCMV inh = blocks human cytomegalovirus replication; activity change, negative = inhibition, % at 57.5 µM; HFF cells, HCMV-luciferase reporter, 72 h; active compounds read low; actives 4.5% (n = 410,000); AID 1259415; in the data active = activity change below about -60%; inconclusive = no clear call, values can overlap the other calls; inactive = above about -39%
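Cell-based, HFFs, 1000 cells/well, 16 h 37C; cpds in DMSO + HCMV-luc, MOI 1 PFU/cell; 72 h 37C; OneGlo luminescence after 5 min RT; norm. to buffer vs Salinomycin 10uM.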
HCV inhibitor = blocks hepatitis C virus; actives 3.4% (n = 340,000); Potency, µM (doses to about 41.8 µM), inactives show top-dose activity change, negative = inhibition, usual class: inhibitors; Huh7.5.1 HCVcc-Cre infection, luciferase reporter, 44 h; AID 651820; note: potency is the fitted concentration of half-maximal effect
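Luciferase read-out (15 sec integration) after a 15 min room-temperature substrate step quantifies HCVcc-Cre infection. Cells, 1,000 per well, had compound added 4 h post-plating, then virus at ~0.5 moi, and were cultured 44 h.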
Numbers without * were called inactive; u = inconclusive; x = not tested or not shown; & = joins results of further samples; [ ] = remark or other dose. Unless noted, calls come from the whole dose curve; as a rule, active = well fitted curve in the direction sought with a large enough effect; inconclusive = small, poorly fitted or top-dose-only effect, or another doubt; inactive = no such curve, though single readings can be large; an effect the other way counts as inactive or inconclusive. Unless noted, % is set by controls: 0 for no effect and ±100 for the full control effect.

Structure | FBPA Giardia inh | AmpC inh detg | AmpC no deterg | Sm TGR inh | HCMV inh | HCV inhibitor
Cc1ccc(NC(=O)CSc2nc(-c3cccs3)nc3cc(=O)[nH]n23)cc1 | x | 0% | x | 12% | -3 | x
O=C(CNC(=O)c1ccccn1)N=Nc1c(O)[nH]c2ccccc12 | 9% | -10% | -31% | 12% | 60 | u
CCOc1ccc(Cl)cc1/C=N/NC(=O)c1ccccc1 | 0% | -4% | -25% | 0% | u | -30%
CCn1ccnc1CN(C)Cc1nc(Cc2cccc(C(F)(F)F)c2)no1 | 4% | 7% | 111%[activator] | 20% | 5 | -3%
CCC1CCCCN1Cc1nc2c(c(=O)n(C)c(=O)n2C)n1CCC(C)C (stereo unspecified) | 7% | -3% | 71%[activator] | 4% | 1 | u
COC(=O)c1cccnc1-n1c(=O)c2cccnc2n(CC(=O)Nc2ccccc2F)c1=O | x | u | x | 6% | 9 | x
CCOn1c(=O)c(=O)n(OC)c2ccccc21 | 4% | 7% | -3% | 2% | 28 | 14%
CC(=O)N1c2ccc(S(=O)(=O)NCCC(=O)Nc3ncccc3C)cc2CC1C (stereo unspecified) | -11% | -1% | -7% | 4% | u | 22%
CCc1ccc(S(=O)(=O)Nc2ccc(C)c(NS(C)(=O)=O)c2)cc1 | 3% | 6% | -30% | 4% | -11 | -4%
Cc1ccc(NC(=O)N[C@@H](CC(C)C)C(=O)O)c(C)c1 | 7% | -2% | -12% | 5% | 0 | -1%
O=[N+]([O-])c1ccccc1CNCCCCO | x | 0% | -33% | -17% | 11 | 12%
Cc1cccc(C)c1OC(=O)CSc1nnc(-c2cccs2)o1 | x | -1% | x | 3% | -11 | x
CC1CCN(c2c([N+](=O)[O-])c(=O)oc3ccccc23)CC1 | 18% | -14% | 2% | -10% | 19 | 15%
CCOc1cc(/C=N\NC(=O)c2ccc(NC(=O)C(C)(C)C)cc2)ccc1OC(=O)c1ccc(OC)cc1 | 2% | -8% | -18% | -14% | 13 | 8%
CC(CN(C)C)CN1c2ccccc2CCc2ccccc21 (stereo unspecified) | -1%&4%&0% | 4% | 36% | -14% | u | -4%
Cc1ccc(N(Cc2cccs2)C(=O)C(C)Oc2ccc(Cl)c(C)c2)cc1 (stereo unspecified) | x | 1% | x | -1% | -23 | x
C=C(C)Cn1c(N2CCN(c3ccc(OC)cc3)CC2)nc2c1c(=O)n(C)c(=O)n2C | 3% | -7% | 146%[activator] | -7% | u | u
O=C(c1cc(-c2ccc3c(c2)OCO3)on1)N1CCOCC1 | 0% | -5% | -13% | -10% | 70 | 5%
CC[C@]12c3[nH]c4ccc(Cl)cc4c3CCN1C(=O)[C@@H](CC(=O)NCCN1CCOCC1)C[C@@H]2C(=O)N1CCN(C(=O)c2ccco2)CC1 | x | x | 238%[activator] | x | -28 | -1%
CC(=O)Nc1cccc(C(=O)/C=C/c2ccc[nH]2)c1 | -6% | 9% | -30% | -31% | 28 | 6%
COc1ccc(C2/C(=C(/O)c3ccc(F)cc3)C(=O)C(=O)N2CCCN2CCOCC2)cc1OC (stereo unspecified) | -22% | u | 20% | u | x | 8%
CCCCCOc1ccc(C(=O)NCCC(=O)NCCCC(=O)OCC)cc1 | 0% | -1% | 99%[activator] | -1% | -15 | 10%
O=C(CN1CCC(NC(=O)c2ccccc2F)CC1)NCc1ccc(F)cc1 | 4% | 2% | -4% | -3% | 13 | -5%
CCN(C[C@H]1N[C@@](C)(C(=O)OC)[C@H]2C(=O)N(Cc3ccccc3)C(=O)[C@@H]12)C(=O)COC | x | x | -10% | x | -3 | 35%[activator][8.37 µM]
Cc1ccc(N2CC(C(=O)NC3CC3)CC2=O)cc1 (stereo unspecified) | 7% | -13% | -7% | 2% | 12 | 6%
COc1cc(C2C(C#N)=C(N)N(c3cccnc3)C3=C2C(=O)CCC3)ccc1O (stereo unspecified) | -20% | 0% | -16% | 0% | 34 | 14%
CN1CC(C(=O)Nc2ccc(F)c(Cl)c2)CC1=O (stereo unspecified) | 8% | 1% | -12% | -25% | -9 | 16%
Cc1ccc(C(=O)NCc2cccnc2)o1 | 2% | u | -7% | -31% | x | 6%
CCN(CC(=O)NCc1cccs1)S(=O)(=O)c1ccc(F)cc1 | x | -5% | -5% | 0% | -31 | -6%
NC(=O)N=Nc1c2[nH]c3ccccc3nc-2c2ccccc12 | 2% | 1% | 0% | 1% | -99* | u
COc1cccc(NC(=O)C2C3C=CC4(O3)C2C(=O)N(C(C)C)C4C(=O)NC2CCCCC2C)c1 (stereo unspecified) | 1% | -13% | -16% | -21% | -25 | 9%&-27%
c1cn(-c2ccc(-c3ccnc4ncnn34)cc2)cn1 | 1% | -4% | -19% | x | -13 | 24%
Cc1cc(C)nc(N(C#N)Cc2cccc(Cl)c2)n1 | 0% | 0% | -2% | x | -6 | -7%
CCC(Oc1ccccc1)C(=O)OCC(=O)Nc1sccc1C(N)=O (stereo unspecified) | x | u | -22% | -2% | -11 | 1%
Cc1cccc(OCCC(=O)Nc2ccc(C)c(S(=O)(=O)N3CCOCC3)c2)c1 | x | x | -10% | x | 5 | 13µM*
O=C(N/N=C\c1ccc(Br)o1)C1COc2ccccc2O1 (stereo unspecified) | -2% | -12% | -36% | x | -16 | 18%
COCCNC(=O)c1n[nH]c2ccccc12 | 2% | -1% | -9% | 2% | -26 | 4%
O=C1C2C(c3ccccc3)C=CC(c3ccccc3)C2C(=O)N1c1ccccn1 (stereo unspecified) | -4% | 1% | -6% | -8% | 6 | 16%
COc1ccc(C(CNC(=O)c2ccc(C)o2)N2CCOCC2)cc1 (stereo unspecified) | x | -14% | -9% | 2% | -12 | -6%
O=C(c1c[nH]c(C(=O)C(Cl)(Cl)Cl)c1)c1ccc(F)cc1Cl | -2% | 2% | -18% | -16% | -37 | 20%
CSc1cccc(NC(=O)CCCOc2ccc(Cl)cc2Cl)c1 | -2% | u | -31% | -5% | -19 | u
COc1cc(C(=O)OCC2CC(c3ccccc3)=NO2)cc(OC)c1OC (stereo unspecified) | 1% | u | 6% | 6% | -11 | -17%
CCOc1ccc2oc(C(=O)OCC(=O)NC3CC3)c(C)c2c1 | 0% | -10% | -16% | -7% | 26 | -28%
CCCN(CCC)CCNS(=O)(=O)c1ccc2c(c1)oc(=O)n2C | 1% | 2% | -12% | -1% | -7 | -28%
CC1(C)CC(=O)c2sc(NC(=O)c3ccco3)nc2C1 | 11% | -7% | -20% | -32% | 57 | -3%
COc1ccc(C)cc1NC(=O)CN(c1ccccc1)S(C)(=O)=O | 13% | -7% | 7% | 7% | 18 | -10%
Cc1[nH]n(-c2ccccc2)c(=O)c1C=Nc1ccc(S(=O)(=O)N(C)C)cc1 | -5% | -6% | -2% | 0% | -10 | 2%
COc1ccc(OC)c(NC(=O)CSc2ccc(-c3cccs3)nn2)c1 | x | 11% | x | 8% | 3 | x
CCSc1nc2ccccc2n1C(=O)c1ccc(S(=O)(=O)N2CCCCC2)cc1 | 15% | 1% | -15% | 33% | 0 | u
COc1ccc(S(=O)(=O)NCCOc2cccc3cccnc23)cc1OC | 2% | u | -3% | -9% | -34 | 13%
Cc1ccc(NC(=O)c2ccco2)c(OCc2cc(=O)n3cc(C)sc3n2)c1 | x | 13% | x | 6% | -34 | x
COc1ccc(NC(=O)CCS(=O)(=O)c2cc3c4c(c2)CCN4C(=O)CC3)cc1OC | x | 1% | x | -1% | 5 | x
Cc1ccc(C(=O)C(C)Oc2ccc3ccc(=O)oc3c2)cc1 (stereo unspecified) | x | 4% | -1% | 3% | 7 | 11%
CCn1c(SCC(=O)N2CCC(C(N)=O)(N3CCCCC3)CC2)nnc1-c1ccccc1 | 1% | 6% | 12% | 7% | -14 | -12%&16%
Cc1cccc(C)c1NC(=O)c1c[nH]c2ccccc12 | 11% | 4% | -20% | 16% | 133 | -4%
CN(C)c1nc(-c2ccccn2)nnc1-c1ccccc1 | u | -2% | -12% | -1% | -103* | u
Cc1cc[n+](CC(=O)c2ccccc2)c2ccccc12 | 3% | -7% | -14% | -10%[57.1 µM] | -14 | -22%
CCN(CC)C(=O)Cn1cc(C(=O)C(=O)N2CCN(c3ccc(OC)cc3)CC2)c2ccccc21 | x | 2% | 188%[activator] | 4% | 23 | -18%
CC(=O)c1c(C)[nH]c(C(=O)CSc2nnc(N)s2)c1C | -2% | -3% | -12% | -1% | 60 | -19%
COc1ccc(S(=O)(=O)N2CCCC2c2cccs2)cc1 (stereo unspecified) | -1% | -4% | -30% | 1% | -2 | -15%

5 entries picked at random from those above, as already listed:
Structure | FBPA Giardia inh | AmpC inh detg | AmpC no deterg | Sm TGR inh | HCMV inh | HCV inhibitor
Cc1[nH]n(-c2ccccc2)c(=O)c1C=Nc1ccc(S(=O)(=O)N(C)C)cc1 | -5% | -6% | -2% | 0% | -10 | 2%
Cc1cccc(C)c1NC(=O)c1c[nH]c2ccccc12 | 11% | 4% | -20% | 16% | 133 | -4%
O=C(N/N=C\c1ccc(Br)o1)C1COc2ccccc2O1 (stereo unspecified) | -2% | -12% | -36% | x | -16 | 18%
COc1ccc(C(CNC(=O)c2ccc(C)o2)N2CCOCC2)cc1 (stereo unspecified) | x | -14% | -9% | 2% | -12 | -6%
Cc1cc(C)nc(N(C#N)Cc2cccc(Cl)c2)n1 | 0% | 0% | -2% | x | -6 | -7%

More entries follow:
Structure | FBPA Giardia inh | AmpC inh detg | AmpC no deterg | Sm TGR inh | HCMV inh | HCV inhibitor
COc1ccccc1NC(=O)C1=C(C)Nc2nc(CCCO)nn2C1c1ccc2c(c1)OCO2 (stereo unspecified) | 1% | 4% | 26% | -22% | 23 | 3%&9%
O=C(c1[nH]ncc1-c1ccccc1)C1CO1 (stereo unspecified) | -9% | -6% | -17% | u | 25 | -2%
CC(C)(C)NC(=O)NC(=O)CN1CCCc2ccccc21 | -3% | 3% | -22% | -32% | -15 | -1%
CC1CCc2nc(N)c(C#N)c(-c3ccncc3)c2C1 (stereo unspecified) | 1% | -5% | -29% | 7% | -23 | 10%
Nc1c(-c2nc(-c3cccs3)no2)nnn1-c1cccc(Cl)c1 | x | 6% | x | 9% | 31 | x
Cc1ccccc1OCC(=O)Nc1ccc(S(=O)(=O)N2CCCC2)cc1 | x | -6% | u | -2% | u | u

No new results follow: entries from further up.
Structure | FBPA Giardia inh | AmpC inh detg | AmpC no deterg | Sm TGR inh | HCMV inh | HCV inhibitor
Nc1c(-c2nc(-c3cccs3)no2)nnn1-c1cccc(Cl)c1 | x | 6% | x | 9% | 31 | x
Cc1ccccc1OCC(=O)Nc1ccc(S(=O)(=O)N2CCCC2)cc1 | x | -6% | u | -2% | u | u
